S100A4 inh HTS: blocks human S100A4 binding to myosin IIA peptide; 360,000 tested, 0.14% active; P26447; inhibition, % at 10.7 µM; S100A4/TAMRA-MyoIIA peptide fluorescence polarization;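 active means mean inhibition of at least 70% across replicates, with every replicate also reaching that level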
Target sequence (P26447 whole entry, looked up): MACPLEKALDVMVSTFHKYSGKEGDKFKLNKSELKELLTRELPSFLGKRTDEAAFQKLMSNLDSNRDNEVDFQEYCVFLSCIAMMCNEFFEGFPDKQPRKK
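Test system – S100A4 monomer (human) · Compound – single-point compound testing · Schedule – 5 min incubation before reading · Probe or stimulus – TAMRA-labelled myosin IIA heavy-chain peptide probe, 5 nM · Benchmarks – neutral control DMSO, positive control TFP · Medium – Calcium-containing HEPES buffer, pH 7.2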
FN deposit inh: fibronectin deposition inhibition; inhibition, % at 12.6 µM; AH1F fibroblasts, Alexa488-fibronectin deposition fluorescence, overnight; 350,000 tested, 0.086% active;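 active means mean inhibition across replicates of 30% or more, regardless of how many single replicates reach that level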;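 further: positive control wells lacked labelled fibronectin entirely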
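Assay system: AH1F fibroblasts assembling fluorescent fibronectin matrix; Amount: 10000 AH1F cells per well; Buffer or medium: DMEM, 2% serum; Probe or stimulus: Alexa488-fibronectin, 24 nM final in well; Doses: single compound dose, delivered by pin transfer; Incubation: 1 h adhesion, overnight exposure; Measured by: fluorescence 485/525 nm; Read-out: fibronectin deposition inhibition.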
esBAF inh: blocks esBAF chromatin remodeling in mouse ES cells | Bmi1-luciferase knock-in reporter, 24 h; 100% = twice the neutral-well signal | reporter increase, % at 12.5 µM | 350,000 tested, 2% active; in the data active means activation above about 40%;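 further: 0% = median of the plate's neutral control wells and 100% = double that signal; a rise in the Bmi1 reporter signal indicates esBAF inhibition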
E-sel inducer: E-selectin induction on HUVECs. HUVEC E-selectin immunofluorescence imaging; normalized: neutral wells 0, TNF-alpha wells 100. activation, % at 7.58 µM. 260,000 tested, 0.37% active. AID 686992;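 active means mean E-selectin-positive cell signal at least 10% of the positive control, reached in at least 60% of replicates, without over 20% cell loss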;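 further: in these data hits start at about 27%; measured in HUVEC primary endothelial cells; signal is the percent of cells scored E-selectin positive by PE staining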
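Material: HUVEC primary endothelial cells; Amount: 3,000 cells per well; Dosing: single concentration; Medium: EGM-2 growth medium on 0.1% gelatin-coated wells; Read-out basis: percent E-selectin-positive cells; Signal: immunofluorescence imaging; Control set: TNF-alpha, DMSO.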
XiGFP reactiv: X-chromosome reactivation activator | XiGFP mouse fibroblasts, % GFP-positive cells imaging, 3 d; cells co-treated with 5-aza-dC sensitizer; scaled so ellipticine positive control = 100% | activation, % at 7.58 µM | 360,000 tested, 0.055% active | AID 743238;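 active means mean normalized replicate activation at least 10% and every replicate at or above 10%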;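 further: 0% = median of on-plate neutral control wells and 100% = ellipticine 6 µM median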
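System: 68-5-11 XiGFP fibroblast line | Buffer or medium: DMEM containing 5-aza-dC | Compound: Single point | Times: Compounds 3 days, fix/stain 15 min at room temperature | Benchmarks: Positive control ellipticine, 6 µM final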
RAD52 anneal inh: RAD52 (human) annealing inhibition | P43351 | recombinant RAD52 DNA annealing, FRET fluorescence | inhibition, % at 18.7 µM | 360,000 tested, 0.46% active | AID 651710;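 active means every replicate showing at least 50% inhibition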
EWS-Fli inh: blocks EWS/Fli oncoprotein-driven transcription. A673 NR0B1-luciferase reporter, viability-normalised. inhibition, % at 12.6 µM. 350,000 tested, 0.67% active;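 active means mean inhibition of at least 50% after viability correction, with every replicate also passing that limit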;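 further: firefly luciferase signal divided by Alamar Blue viability fluorescence both relative to DMSO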
RAD54 branch: RAD54 (human) branch migration inhibition; inhibition, % at 10.4 µM; 360,000 tested, 0.14% active; RAD54 Holliday junction branch migration, FAM/BHQ fluorescence;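 active means mean normalized replicate activity at least 40 and at least half of replicates scoring 40 or more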;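 further: 0% = median of neutral control wells and 100% = median of positive control wells; inhibitors cause a drop in the FAM fluorescence signal; in these data hits start at about 50%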
Target sequence (Q92698 whole entry, looked up): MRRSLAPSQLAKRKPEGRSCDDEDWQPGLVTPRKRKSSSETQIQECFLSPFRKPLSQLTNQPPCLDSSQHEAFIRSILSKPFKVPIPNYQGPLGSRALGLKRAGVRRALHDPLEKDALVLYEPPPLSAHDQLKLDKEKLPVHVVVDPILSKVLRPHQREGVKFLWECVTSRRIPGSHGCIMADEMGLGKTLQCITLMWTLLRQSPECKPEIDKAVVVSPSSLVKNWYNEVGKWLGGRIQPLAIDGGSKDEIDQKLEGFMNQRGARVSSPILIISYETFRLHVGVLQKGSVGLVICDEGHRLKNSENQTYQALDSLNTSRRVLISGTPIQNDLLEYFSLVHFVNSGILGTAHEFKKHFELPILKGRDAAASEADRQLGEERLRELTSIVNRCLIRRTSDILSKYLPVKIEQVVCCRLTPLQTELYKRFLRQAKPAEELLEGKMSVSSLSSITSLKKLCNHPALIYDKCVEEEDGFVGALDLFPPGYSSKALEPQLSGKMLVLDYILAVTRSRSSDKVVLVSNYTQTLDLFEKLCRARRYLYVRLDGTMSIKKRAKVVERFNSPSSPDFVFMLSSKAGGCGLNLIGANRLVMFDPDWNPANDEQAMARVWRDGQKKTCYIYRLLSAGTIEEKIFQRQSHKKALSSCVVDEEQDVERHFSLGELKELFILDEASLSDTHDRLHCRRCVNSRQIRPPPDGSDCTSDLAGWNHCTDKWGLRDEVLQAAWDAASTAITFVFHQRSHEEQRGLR
The depositor's hits bear a star; · = not tested or not shown; & = joins results of further samples. Compounds as they come; overall some 3% were active at least once.

nr | molecule | S100A4 inh HTS | FN deposit inh | esBAF inh | E-sel inducer | XiGFP reactiv | RAD52 anneal inh | EWS-Fli inh | RAD54 branch
1 | COc1ccc(-c2ccc([C@H]3[C@H](C#N)N(C(=O)C4CCC4)[C@H]3CO)cc2)cc1 | 6 | 5 | 7 | 3.4 | -0.1 | 0 | -12 | 0
2 | O=C(CNC(=O)c1ccccc1F)NCCOc1ccccc1Cl | 1 | 2 | 2 | 2.1 | 0.0 | -7 | -1 | 1
3 | O=C(CCC(=O)c1ccc(Oc2ccccc2)cc1)Nc1cccc(Cl)c1Cl | 0 | 4 | · | 3.8 | 0.2 | -46 | 0 | ·
4 | COc1ccc(/C=C/C(=O)NC2CCN(Cc3ccccc3)CC2)cc1OC | -6 | 2 | -6 | -0.2 | 0.2 | -12 | 2 | 5
5 | O=C(Oc1ccc[nH]c1=O)c1ccc(F)cc1 | -7 | 1 | · | 0.3 | 0.0 | -12 | 4 | -8
6 | Cc1cccc(C)c1OCCNC(=O)CCC(=O)c1ccccc1 | -7 | -4 | · | -0.6 | 0.2 | -5 | -4 | ·
7 | CCOC(=O)C1=CN(Cc2ccco2)S(=O)(=O)N(C)C1c1cccc(OC)c1 (stereo not given) | -3 | -5 | -4 | · | 0.0 | -17 | 3 | -13
8 | COc1cc(/C=C2/SC(=O)N(CC(=O)N3CCCC3)C2=O)ccc1Oc1ccc([N+](=O)[O-])cn1 | 9 | 4 | -8 | -0.2 | 0.0 | -13 | · | 4
9 | Cc1ccc(S(=O)(=O)N2CCCCC2)cc1C(=O)N(C)CC(=O)Nc1cccc(F)c1 | -5 | -4 | 4 | -0.1 | 0.0 | -2 | 7 | 2
10 | CCN(CC)CCCNC(=O)C1CCC(CNS(=O)(=O)c2ccc(Cl)cc2)CC1 (stereo not given) | -6 | 1 | 1 | · | 0.0 | -1 | -2 | -1
11 | COc1ccc2c3c([nH]c2c1)[C@@H](CO)N(Cc1ccc(F)cc1)CC31CCN(C)CC1 | 5 | · | · | -0.1 | 0.4 | 14 | 9 | ·
12 | COc1cccc(NC(=O)CN(C)C(=O)c2ccccc2CCc2ccccc2)c1 | -3 | · | -7 | 0.3 | 0.3 | -2 | · | -1
13 | C[C@@H]1CN([C@H](C)CO)C(=O)CCCn2cc(nn2)CO[C@H]1CN(C)C(=O)Oc1ccccc1 | 6&-1&3 | 3&5 | -1&4 | 0.2&0.4 | 0.2&0.0 | 6&3&-1 | -8&-7&-3 | 4&1
14 | COc1cccc(C#Cc2ccc([C@H]3[C@@H](CO)N4C(=O)CN(S(=O)(=O)c5ccccc5C)C[C@@H]34)cc2)c1 | 14 | · | · | -0.5 | 0.3 | -18 | -13 | ·
15 | Cc1ccc(S(=O)(=O)N2CCN(c3nc(CN4CCCC4)nc4sc(C)c(C)c34)CC2)cc1 | -10 | -16 | 0 | 0.5 | 0.1 | -29 | 4 | -2
16 | Cc1csc(SCC(=O)Nc2ccc(C)c(F)c2)n1 | 5 | 2 | 17 | -0.7 | 0.2 | -5 | -14 | -4
17 | O=C(Cn1cnc2ccccc21)OCC(=O)N1CCc2ccccc2C1 | · | 5 | 0 | 1.8 | · | · | · | -6
18 | C[C@@H]1CN([C@@H](C)CO)C(=O)c2cc(NS(=O)(=O)c3ccc(F)cc3)ccc2O[C@H]1CN(C)C(=O)Nc1cccc2ccccc12 | -4 | · | -1 | -0.3 | 0.0 | -18 | 10 | 1
19 | CCCN(CCC)C(=O)Nc1ccc(F)cc1F | 2 | 3 | 4 | 2.1 | 0.0 | -7 | 4 | -7
20 | O=S(=O)(c1ccccc1)c1nc(-c2ccccc2F)oc1NCc1cccnc1 | 1 | -4 | · | · | 0.0 | -3 | -4 | ·
21 | COc1ccc(-c2cc(-c3nnc(COC(=O)C4CC4C)o3)c3ccccc3n2)cc1OC (stereo not given) | -10 | -10 | 4 | -0.6 | 0.0 | -31 | -13 | -7
22 | O=C(CSc1ccccn1)N1CCN(c2ccccc2)CC1 | 4 | · | 8 | · | · | -12 | -22 | ·
23 | O=C(CC1CCCCC1)N1CCN(c2ccccn2)CC1 | -2 | · | 6 | · | · | -13 | · | 6
24 | COCCNCCCOc1ccc(C)cc1Br | -1 | 9 | · | · | 0.0 | -1 | -10 | ·
25 | CCOC(=O)c1cc(CC)sc1/N=C/C1=C(O)CCCC1=O | 3 | -2 | -2 | -0.9 | 0.1 | -20 | 0 | 3
26 | CO[C@@H]1CN(C)C(=O)c2ccc(NC(=O)c3ccc4c(c3)OCO4)cc2OC[C@H](C)NC[C@H]1C | -6 | 18 | -1 | 0.1 | 0.0 | 4 | -12 | 0
27 | CCOc1ccc(C(=O)Cc2ccccc2)cc1 | -3 | -6 | · | -0.1 | 0.1 | 2 | -99 | ·
28 | CCOc1ccc(N(CC(=O)NCCSCc2ccc(Cl)cc2)S(C)(=O)=O)cc1 | -4 | -1 | 5 | · | 0.1 | -1 | 19 | 5
29 | O=C(c1cccc(C(F)(F)F)c1)C1CCCN(C(=O)CCCN2CCCC2=O)C1 (stereo not given) | -9 | 2 | -1 | 0.3 | 0.0 | -10 | -1 | 2
30 | CC1C(=O)N(Cc2cn(CC3CCCCC3)nn2)CCS(=O)(=O)N1Cc1ccc(-c2ccc(F)nc2)cc1 (stereo not given) | 3 | 6 | 1 | -0.2 | 0.2 | -11 | -2 | 6

Continued:
nr | molecule | S100A4 inh HTS | FN deposit inh | esBAF inh | E-sel inducer | XiGFP reactiv | RAD52 anneal inh | EWS-Fli inh | RAD54 branch
31 | COc1ccc(CCCNC(=O)C2CCC(=O)N(CC3CCCCC3)C2)cc1 (stereo not given) | 2 | -11 | · | 0.4 | 0.2 | 0 | · | 10
32 | Cc1cc(C)cc(NC(=O)Cn2nnc(C(=O)NCc3ccc4c(c3)OCO4)c2N)c1 | -2 | -3 | 4 | 2.6 | 0.0 | -9 | · | -27
33 | COc1ccc(CN2CCC[C@]3(N[C@H](c4ccc(C(F)(F)F)cc4)[C@@H]4C(=O)N(Cc5ccccc5)C(=O)[C@@H]43)C2=O)cc1 | -5 | 2 | 4 | · | -0.1 | -3 | 5 | -11
34 | COC(=O)/C=C1\C(=O)N(c2nc3ccccc3s2)C(=S)N1c1ccc(F)cc1 | -1 | -3 | 38 | · | · | -11 | · | 2
35 | O=C(NCc1cc(F)cc(F)c1)[C@H]1[C@H](CO)[C@H]2Cn3c(cccc3=O)[C@@H]1N2C(=O)c1cnccn1 | -12 | 3 | -2 | -0.2 | 0.1 | 5 | -2 | -9
36 | COCCn1cc(C(=O)NCCCOC(C)C)c2c3ccccc3n(C)c2c1=O | 7 | -1 | 1 | · | 0.0 | -7 | -8 | 1
37 | CC(C)N(Cc1ccccc1)C(=O)C1CCN(c2ncnc3c2nc2n3CCCCC2)CC1 | 8 | -4 | 3 | · | 0.1 | 1 | 14 | 4
38 | CC(C)NC(=O)N1Cc2cc(C(=O)NC3Cc4ccccc4C3)nc(-c3cccc(-c4cccnc4)c3)c2[C@H]1CCO | -2 | 9 | 15 | 0.1 | 0.9 | -8 | 6 | -1
39 | Cc1ccc(C(=O)N2CCC(n3nccc3NC(=O)Nc3cccc(F)c3)CC2)cn1 | -8 | -1 | -1 | · | 0.1 | -6 | 3 | -2
40 | O=C1Nc2ccc(Br)cc2C12OCCO2 | -7 | -5 | · | · | 0.0 | -17 | 1 | ·
41 | O=C(C[C@H]1CC[C@@H]2[C@H](COC[C@@H](O)CN2Cc2cccc(-c3ccncc3)c2)O1)N1CCOCC1 | · | -1 | 8 | 0.0 | 0.3 | · | 7 | 13
42 | Cc1cccc(C)c1NC(=O)C(c1ccncc1)N1CCN(CCN(C)C)CC1 (stereo not given) | 0 | -3 | · | 0.0 | -0.1 | -19 | -3 | ·
43 | CC(C)CCN1CCN(C/C=C/c2ccco2)CC1CCO (stereo not given) | -1 | · | -1 | · | 0.3 | -23 | -5 | -10
44 | C[C@H]1CN([C@@H](C)CO)S(=O)(=O)c2ccc(C#CC3(O)CCCC3)cc2O[C@@H]1CN(C)C(=O)Nc1ccc(F)cc1 | 7 | · | 2 | 0.6 | -0.3 | -18 | 13 | -4
45 | CN(C(=O)CCCN1CCCC1=O)C1CCCN(Cc2ccccc2F)C1 (stereo not given) | 0 | · | · | 0.7 | 0.0 | -15 | · | -1
46 | COc1ccc(N(C(=O)c2ccn[nH]2)C(C(=O)NC2CCCC2)c2ccc(F)cc2)cc1 (stereo not given) | -4 | 10 | 2 | -0.1 | 0.1 | -10 | 10 | -9
47 | O=C(O)C1(Nc2ccc(Br)cc2)CCCC1 | 4 | -15 | · | 0.9 | 0.0 | -8 | 7 | ·
48 | CC(C)CCN1CCN(Cc2ccon2)CC1CCO (stereo not given) | 2 | -6 | 7 | 0.3 | 0.1 | -105 | -8 | -1
49 | C=CCNC(=O)c1ccc2c(c1)N(CC)C(=O)c1ccccc1S2 | -2 | 3 | -4 | · | 0.1 | -6 | 5 | -1
50 | COc1ccc(C#Cc2cnc3c(c2)C(=O)N([C@H](C)CO)C[C@H](C)[C@H](CN(C)C)O3)cc1 | -8 | -2 | -3 | 0.7 | -0.7 | 38 | -5 | 12
51 | CCC1S/C(=N/S(=O)(=O)c2ccc(N)cc2)NC1=O (stereo not given) | -4 | -2 | -1 | -0.1 | 0.2 | -23 | -50 | -7
52 | Cc1cccc(C)c1NC(=O)CN(C)C(=O)CCC(=O)c1ccccc1 | -2 | 1 | 0 | 1.1 | 0.3 | -7 | 3 | 0
53 | O=c1[nH]c(N/N=C/c2ccc(O)cc2)nc2ccccc12 | 1 | 4 | · | -0.4 | 0.2 | 0 | -34 | ·
54 | C#CCOc1ccc(/C=C2/C(=O)ON=C2C)cc1Br | -21 | 8 | -1 | 0.1 | 0.1 | -6 | -13 | 0

Laid out differently: results already given
(34) COC(=O)/C=C1\C(=O)N(c2nc3ccccc3s2)C(=S)N1c1ccc(F)cc1
(35) O=C(NCc1cc(F)cc(F)c1)[C@H]1[C@H](CO)[C@H]2Cn3c(cccc3=O)[C@@H]1N2C(=O)c1cnccn1
(36) COCCn1cc(C(=O)NCCCOC(C)C)c2c3ccccc3n(C)c2c1=O
(37) CC(C)N(Cc1ccccc1)C(=O)C1CCN(c2ncnc3c2nc2n3CCCCC2)CC1
(38) CC(C)NC(=O)N1Cc2cc(C(=O)NC3Cc4ccccc4C3)nc(-c3cccc(-c4cccnc4)c3)c2[C@H]1CCO
(39) Cc1ccc(C(=O)N2CCC(n3nccc3NC(=O)Nc3cccc(F)c3)CC2)cn1

| assay / compound | 34 | 35 | 36 | 37 | 38 | 39 |
| --- | --- | --- | --- | --- | --- | --- |
| S100A4 inh HTS | -1 | -12 | 7 | 8 | -2 | -8 |
| FN deposit inh | -3 | 3 | -1 | -4 | 9 | -1 |
| esBAF inh | 38 | -2 | 1 | 3 | 15 | -1 |
| E-sel inducer | · | -0.2 | · | · | 0.1 | · |
| XiGFP reactiv | · | 0.1 | 0.0 | 0.1 | 0.9 | 0.1 |
| RAD52 anneal inh | -11 | 5 | -7 | 1 | -8 | -6 |
| EWS-Fli inh | · | -2 | -8 | 14 | 6 | 3 |
| RAD54 branch | 2 | -9 | 1 | 4 | -1 | -2 |

Screening results from PubChem BioAssay.
